PP1 inh – counter-screen for PP5 inhibitors: inhibitors of human PP1-alpha | purified PP1alpha, OMFP fluorescence | AID 2235 | 320,000 tested, 0.9% active | inhibition, % at 6.7 µM | P62136;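 active means inhibition above the mean inhibition of all tested compounds plus 3 SD, computed separately for each screening campaign, cut at about 15% in these data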
Target sequence (P62136 whole entry, looked up): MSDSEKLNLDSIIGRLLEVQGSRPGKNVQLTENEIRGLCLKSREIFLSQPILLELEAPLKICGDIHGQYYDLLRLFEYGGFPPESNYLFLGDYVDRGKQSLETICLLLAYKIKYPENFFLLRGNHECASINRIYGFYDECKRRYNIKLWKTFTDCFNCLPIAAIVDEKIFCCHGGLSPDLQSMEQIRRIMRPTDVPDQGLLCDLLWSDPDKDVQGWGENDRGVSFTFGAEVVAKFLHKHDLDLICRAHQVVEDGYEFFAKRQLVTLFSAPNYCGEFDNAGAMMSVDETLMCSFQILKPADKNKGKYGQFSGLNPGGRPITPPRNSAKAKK
Efflux pump mplx – inhibitors of Candida antifungal efflux pumps expressed in yeast. S. cerevisiae Candida pump triplex, Nile Red efflux. inhibition, % at 10 µM. 330,000 tested, 0.44% active. AID 485275;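 active means plate passing quality check with inhibition over a set limit, or well fluorescence over plate mean plus 4 SD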;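 further: Nile Red retained in pooled yeast measured as flow cytometry median fluorescence; 0% = buffer negative control and 100% = Enniatin B positive control; higher means more Nile Red kept so more efflux inhibition; some compounds called inactive have numbers as strong as hits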
CTSL1 counter – cathepsin L1 inhibition, PFM18AAP counter-screen. recombinant F. hepatica cathepsin L1, Z-Leu-Arg-MCA fluorescence. inhibition, % at 5.96 µM. 300,000 tested, 0.49% active;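 active means inhibition above the mean of all tested compounds plus 3 SD, set per screening campaign, cut at about 17% in these data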;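 further: 0% = plate median of test compound wells and 100% = 1 µM Z-Phe-Ala-diazomethylketone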
procasp3 activ – procaspase-3 (human) activation. recombinant procaspase-3 D3A, Ac-DEVD-pNA absorbance 405 nm. AID 463141. activation, % at 8.5 µM. 330,000 tested, 0.11% active. P42574;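 active means activation above the mean of all tested compounds plus 3 SD, cut at about 21% in these data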;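 further: 0% = DMSO alone and 100% = DMSO wells spiked with extra 5 µM PC-3 D3A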
Target sequence (P42574 whole entry D9A/D28A/D175A): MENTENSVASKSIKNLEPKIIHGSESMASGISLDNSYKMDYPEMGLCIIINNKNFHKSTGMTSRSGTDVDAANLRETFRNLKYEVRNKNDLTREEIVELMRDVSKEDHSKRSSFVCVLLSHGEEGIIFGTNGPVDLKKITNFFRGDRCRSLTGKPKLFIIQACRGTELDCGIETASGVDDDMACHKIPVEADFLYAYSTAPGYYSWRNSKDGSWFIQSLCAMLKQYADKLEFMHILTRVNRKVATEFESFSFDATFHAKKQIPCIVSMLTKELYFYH
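Technique: 405 nm absorbance of p-nitroaniline, reads at 0 and 120 min; Test system: Procaspase-3 D3A mutant; Incubation: 1 h enzyme-compound preincubation, then 2 h substrate reaction, 25 °C; Repeats: singlicate, each compound tested once; Benchmarks: low control DMSO wells, high control DMSO plus 5 µM PC-3 D3A.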
HCV core dimer – blocks dimerization of HCV core protein. TR-FRET GST/Flag-core106 dimerization, 1536-well. 300,000 tested, 0.33% active. inhibition, % at 5 µM;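 active means inhibition above the mean of all tested compounds plus 3 SD, set per screening campaign, cut at about 45% in these data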
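test system = GST/Flag-tagged HCV core106 proteins | probe or stimulus = Eu donor and XL665 acceptor anti-tag antibodies | times = compound-protein-antibody incubation 4 h at 22.5 °C | signal = TR-FRET, excitation 340 nm, emission 617 and 671 nm | measure = percent inhibition of core106 dimerization signal | controls = wells lacking GST-core106 and wells with excess unlabelled core106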
PP5 primary – inhibitors of human protein phosphatase 5 (PP5). inhibition, % at 6.7 µM. AID 1987. 320,000 tested, 0.18% active. purified PP5c, OMFP substrate fluorescence;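 active means inhibition above the campaign's mean inhibition across all tested compounds plus 3 SD, cut at about 9.5% in these data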;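 further: 0% = DMSO only and 100% = 100 µM cantharidin control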
JMJD2C inh – inhibitors of human GASC-1 (JMJD2C) demethylase; Q9H3R0; GST-JMJD2C(1-420) H3K9me3 demethylation, DELFIA europium; inhibition, % at 2.35 µM; 330,000 tested, 0.069% active; AID 2099;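 active means more than half of a compound's replicate wells show inhibition beyond 50%, single wells judged on their own value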;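 further: signal counts dimethyl H3K9 product captured on neutravidin plate; 0% = median of DMSO wells and 100% = 0.3 times that DMSO median; strong numbers were not always called active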
Target sequence (Q9H3R0 1-420 limits assumed): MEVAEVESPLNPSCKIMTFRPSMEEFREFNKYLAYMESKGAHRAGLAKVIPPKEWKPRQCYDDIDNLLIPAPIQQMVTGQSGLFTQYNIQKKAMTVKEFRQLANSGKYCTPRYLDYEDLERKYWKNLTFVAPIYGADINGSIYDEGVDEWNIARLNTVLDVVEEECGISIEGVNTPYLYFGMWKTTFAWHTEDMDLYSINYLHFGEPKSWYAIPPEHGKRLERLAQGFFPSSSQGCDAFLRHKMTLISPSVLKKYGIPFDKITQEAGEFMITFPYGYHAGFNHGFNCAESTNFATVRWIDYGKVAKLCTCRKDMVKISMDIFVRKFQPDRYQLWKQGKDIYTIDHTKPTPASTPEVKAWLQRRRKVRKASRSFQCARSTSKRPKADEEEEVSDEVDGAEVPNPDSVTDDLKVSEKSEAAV
TPT1 inh – C. albicans TPT1 enzyme inhibition; inhibition, % at 5 µM; recombinant caTPT1, FP RNA substrate dephosphorylation; 300,000 tested, 0.81% active;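 active means inhibition above the mean of all tested compounds plus 3 SD, set per screening campaign, cut at about 24% in these data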;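 further: plate controls were DMSO alone for no effect and ferristatin control at 100 nM for full effect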
procasp7 counter – counter-screen for procaspase-3 activators: activators of human procaspase-7; P55210; activation, % at 8.5 µM; recombinant procaspase-7, Ac-DEVD-pNA absorbance 405 nm; D23A/D198A/D206A triple mutant, cannot self-cleave; scale: DMSO 0, 5 µM enzyme 100; AID 463210; 330,000 tested, 0.093% active;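 active means percent activation above the screen-wide mean plus 3 SD, cut at about 25% in these data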
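Detection: p-Nitroaniline absorbance at 405 nm, read at 0 and 120 min; system: Uncleavable procaspase-7 mutant enzyme; evaluation: % activation from two-timepoint absorbance difference, scaled to controls; times: 1 h enzyme–compound preincubation and 2 h substrate reaction, both 25 °C; buffer or medium: Zinc-free HEPES pH 7.4 with 300 mM NaCl, 0.01% Triton X-100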
Active calls of the source: *; nt = not tested or not shown; & = joins results of further samples.

SMILES	PP1 inh	Efflux pump mplx	CTSL1 counter	procasp3 activ	HCV core dimer	PP5 primary	JMJD2C inh	TPT1 inh	procasp7 counter
COCCNC(=O)C(c1cccs1)N(C(=O)Cn1nnc2ccccc21)c1ccccc1 (stereo unspecified)	-2	-0.2	1	5	-7	1.1	-7&2	-7	3
COc1ccc(OC2C(=O)N(Cc3ccc(F)cc3)C2c2ccc(OC)c(OC)c2)cc1 (stereo unspecified)	-1	-0.1	0	-1	0	0.3	19	-3	-1
Cc1cc(NC(=O)C2CC(=O)OC2c2ccccc2)no1 (stereo unspecified)	1	0.1	-2	-3	-2	1.7	3	2	2
Cc1ccc(CN2CCCOCCS2(=O)=O)cc1	-1	0.1	-2	9	7	-0.7	-2	0	11
CC(=O)Nc1nc2ccc(S(=O)(=O)N3CCCC3)cc2s1	1	0.3	0	-4	-9	1.8	-2	2	4
CCOc1ccc(NC(=O)COC(=O)C2(C)CC2(Cl)Cl)c([N+](=O)[O-])c1 (stereo unspecified)	-1	-0.1	3	2	0	0.8	3	-4	-10
COc1ccc(C)cc1NC(=O)c1ccc2c(c1)OCO2	-3	0.0	-3	0	1	0.1	-13	-2	17
CCn1c(=O)cc(OCC(=O)NCCCN2CCN(c3cccc(Cl)c3)CC2)c2ccccc21	5	-0.1	5	6	-8	0.4	-15&6	-8	0
C=CC[C@@H](CC(=O)N[C@H](CO)Cc1ccccc1)C(=O)N[C@H](C)COC(=O)[C@@H](CC=C)Cc1ccc(F)cc1	nt	0.1	nt	7	nt	nt	4	nt	7
COc1ccc(C(CNC(=O)c2cc3c(s2)CCC(C)C3)N2CCCC2)cc1 (stereo unspecified)	5	0.1	nt	5	nt	4.0	5	nt	10
COc1ccc(CNS(=O)(=O)c2ccc(S(=O)(=O)NC3CC3)cc2)cc1	-2	0.1	-3	3	-6	3.5	-2	0	4
CSCCC(NS(=O)(=O)c1ccc(C)cc1)C(=O)N1CCN(C(c2ccccc2)c2ccccc2)CC1 (stereo unspecified)	6	0.1	2	8	16	0.7	2	2	2
COc1ccc(N=C2NC(=O)CS2)c([N+](=O)[O-])c1	3	-0.2	-1	6	8	-0.9	-7	0	1
CCOC(=O)c1c(NC(=O)C2C3CCC(O3)C2C(=O)O)sc2c1CCCC2 (stereo unspecified)	9	0.1	7	-5	7	14*	-12	-6	1
Cc1ccc(S(=O)(=O)[N-]c2nc3ccccc3nc2-n2cc[n+](CCC(C)C)c2)cc1	0	-0.1	2	-2	3	-1.3	-4	1	2
NC(=O)c1sc(-c2ccsc2)cc1NS(=O)(=O)c1ccc(C(F)(F)F)cc1	13	0.1	5	-8	9	7.5	-29	-6	-21
CCN(CC(=O)Nc1ccc(NC(C)=O)cc1)C(=O)c1ccc2c(c1)OCCO2	1	0.2	nt	4	nt	2.1	-17	nt	5
COc1cccc(CNC(=O)CCNS(=O)(=O)c2ccc3c(c2)oc(=O)n3C)c1	3	-0.1	-2	8	-14	3.9	-2	-4	4
CC1CCCC(C)N1C(=O)Cn1cc(C#N)c2ccccc21 (stereo unspecified)	-2	0.3	8	-4	-6	4.0	8	-3	-5
O=C(c1ccc(Cl)s1)N1CCN(C23CC4CC(CC(C4)C2)C3)CC1	0	0.0	0	-5	0	-0.4	8	-1	4
Cc1cc[n+](CC2OCc3ccccc3CO2)cc1	-2	0.1	-1	2	-1	1.2	5	-4	10
N#CC(=C1CCCC1)c1nc(-c2cc3ccccc3oc2=O)cs1	3	0.1	2	17	39	2.0	11	2	1
COc1ccc(C(=O)NCc2nnc(SCC(=O)NCCc3ccccc3)o2)cc1	2	0.6	-2	0	-6	-5.2	-10	-1	-6
CSCCC(NC(=O)c1ccccc1Cl)C(=O)NNC(=O)c1ccccc1O (stereo unspecified)	-3	0.1	1	0	-2	-1.0	4	-3	11
C=CC(=O)NC(C)(C)CCN1CCOCC1	-2	-0.1	3	6	-2	-3.5	-1	-1	-3
Cn1ccnc1C(O)c1ccc(OCc2ccccc2)cc1 (stereo unspecified)	-4	-0.1	0	-9	0	-1.8	24	-5	4
CCCCNC(=O)C(c1ccc(OCC(=O)OC)c(C(=O)OC)c1)N(CCOC)C(=O)CCCCCN1C(=O)NC(c2ccc(-c3ccccc3)cc2)C(C(=O)OCc2ccccc2)=C1C (stereo unspecified)	35*	nt	4	-1	25	4.6	-4	1	-2
COc1ccc(NC(=O)Cn2cccc2)cc1Cl	5	-0.1	-3	-10	0	-0.5	5	-2	-8
COc1ccc(N(C(=O)c2snc(C(N)=O)c2N)C(CC(C)C)C(=O)NCC2CCCO2)cc1 (stereo unspecified)	-2	-0.3	1	7	7	0.9	6	1	10
CC(OC(=O)CCN1C(=O)C2CC=CCC2C1=O)C(=O)c1ccc(F)cc1 (stereo unspecified)	-5	0.1	nt	-4	nt	-1.8	nt	nt	1
O=S(=O)(c1ccc(Cl)cc1)N1CCN2CCCC2C1 (stereo unspecified)	-5	0.0	-4	7	-6	-0.5	-2	3	5
Cc1ccc(S(=O)(=O)c2nc(-c3ccccc3Cl)oc2N(C)C)cc1	-1	-6.5	-4	-6	3	-1.1	-1	3	4
C/C(=N\NC(=O)COc1ccc2ccccc2c1)c1cccs1	1	0.0	-2	-1	8	4.5	0	1	0
Cc1ccc(NC(=O)c2ccc(CN3CC(=O)N4CCCCC4C3=O)cc2)c(C)c1 (stereo unspecified)	-4	-0.2	11	-3	-23	4.6	1	-3	-1
COc1ccc(-c2c(-c3cc(OC)cc(OC)c3)n(C)c3ccc(-c4ccc5[nH]ccc5c4)cc23)cc1	-3	1.3	nt	8	nt	-1.1	5	nt	3
Cn1c(=O)c2c(ncn2CC(=O)Nc2cc(S(=O)(=O)N3CCCCC3)ccc2Cl)n(C)c1=O	nt	-0.1	nt	1	nt	nt	-2	nt	2
CC1CC(C)CN(C(=O)CSCC(=O)O)C1 (stereo unspecified)	-3	-0.1	1	13	0	3.5	0	-2	-2
COc1ccccc1N1CCN(C(c2ccc(N(C)C)cc2)c2nnnn2CCc2ccccc2)CC1 (stereo unspecified)	4	0.1	-1	-3	26	1.2	25	2	-9
CCn1c(=N)n(CC(=O)c2ccc(OC)c(OC)c2)c2ccccc21	-8	-0.2	3	-2	-6	-4.3	-3	0	-5
CCN(CC)C(=O)Cn1cc(C(=O)C(=O)NCCc2ccc(S(N)(=O)=O)cc2)c2ccccc21	-1	-0.1	0	-5	3	0.9	9	-1	4
COC(=O)c1ccc(S(=O)(=O)N2CCCCC2)o1	-5	0.0	-5	11	4	0.0	3	-8	8
CN(C)c1ccc(N=Cc2nc(-c3ccccc3)oc2OC(=O)c2ccccc2)cc1	1	0.1	8	-5	-12	-0.4	77*	6	6
COc1ccc(Cl)cc1C(=O)CSc1nc(N)cc(N)n1	-3	0.0	-5	-10	-150	0.8	-1	-3	-2
CCCNC(=O)COc1coc(CN2CCN(c3ccc(F)cc3)CC2)cc1=O	-2	0.0	1	2	-3	2.4	-9	1	0
COc1ccc(C(=O)Nc2ccc(CN3CCOCC3)cc2)cc1	0	0.0	0	1	-6	1.6	-6	-5	-7
CNC(=S)N1N=C(c2ccccc2)CC1c1ccccc1Cl (stereo unspecified)	-10	0.5	1	2	-42	5.3	65	7	7
CCCCc1ccc(-n2nnnc2SCC(=O)Nc2cc(OC)c([N+](=O)[O-])cc2C)cc1	4	-0.2	-2	6	10	3.3	-3	-3	-5
O=C(Nc1ccc(-c2cn3c(n2)SCC3)cc1)c1ccco1	-4	0.1	-4	-2	6	0.3	6	-2	2
CCOc1ccc(NC(=O)CN(C)C(=O)c2c(-c3c(F)cccc3Cl)noc2C)cc1OCC	-1	0.1	8	3	-2	-0.2	-4	2	2
O=C(Oc1cccnc1)c1cc(S(=O)(=O)N2CCOCC2)ccc1Cl	-4	-0.1	-1	11	-10	0.6	11	-3	5
Clc1cccc(CSc2ncn(-c3ccccc3)n2)c1	2	0.0	0	-3	-1	4.7	3	2	3
CCOc1ccc(NC(=O)CN(c2ccc(OC)cc2)S(C)(=O)=O)cc1	-7	-0.2	3	-9	-10	-3.6	-3	0	-2
CN(Cc1cc([N+](=O)[O-])c2cccnc2c1O)C1CCCCC1	1	8.2*	-8	-10	-9	2.1	-16	2	-22
CN(C)c1ccc(C(=S)NC2CCCCC2)cc1	0	-0.1	-3	-9	1	-3.1	-14	4	-17
Cc1c(CN(C)C)c2c(n1Cc1ccccc1)C(=O)c1ccc(Br)cc1-2	6	0.0	3	6	-11	-1.4	-7	-3	6
Cc1ccccc1C(=O)O	-4	0.1	nt	-5	nt	1.7	6	nt	-3
Cc1ccc(C2CC(C(F)(F)F)n3ncc(C(N)=O)c3N2)cc1 (stereo unspecified)	-1	0.0	4	4	-2	-2.1	-1	4	9
Nc1nc(-c2ccc(F)cc2)cc(C(F)(F)F)n1	0	0.2	1	13	-3	0.1	18	2	8
Cc1cccc(C)c1NC(=O)CCS(=O)(=O)c1ccc(Br)cc1	-1	0.0	-1	6	0	-0.6	0	-3	5
Cc1nnc(SCC(=O)NNC(=O)c2ccco2)s1	-3	0.0	-5	-8	-3	-4.8	9	-1	-4

More entries.
SMILES	PP1 inh	Efflux pump mplx	CTSL1 counter	procasp3 activ	HCV core dimer	PP5 primary	JMJD2C inh	TPT1 inh	procasp7 counter
COCC1CCN(C(=O)c2cc(COc3ccc4c(c3)CCCC4)on2)C1 (stereo unspecified)	-7	0.2	2	-6	14	1.7	-5	2	1
C=CCc1cccc(/C=N/n2cnnc2)c1O	0	0.2	0	2	0	-1.8	-9	-9	6
O=C(C1CC(=O)N(C2CCCC2)C1)N1CCN(c2cccc(Cl)c2)CC1 (stereo unspecified)	-3	0.1	4	1	-3	-2.8	9	-1	7
C/C(=N/NC(=O)c1ccco1)c1cccnc1	-1	0.1	2	0	-6	-1.2	6	3	2
Cc1cc(OCC(O)CN2CCOCC2)cc(C)c1Cl (stereo unspecified)	3	0.0	-10	5	-1	0.7	20	-7	7
C[C@]12c3[nH]c4ccccc4c3CCN1C(=O)C(CC(=O)NCCCn1ccnc1)C[C@@H]2C(=O)N1CCOCC1 (stereo partly specified)	nt	0.1	nt	-1	nt	nt	5	nt	14

Profiles as entered above:
Entry for COCCNC(=O)C(c1cccs1)N(C(=O)Cn1nnc2ccccc21)c1ccccc1 (stereo unspecified) → PP1 inh: -2; Efflux pump mplx: -0.2; CTSL1 counter: 1; procasp3 activ: 5; HCV core dimer: -7; PP5 primary: 1.1; JMJD2C inh: -7&2; TPT1 inh: -7; procasp7 counter: 3
Entry for CC1CC(C)CN(C(=O)CSCC(=O)O)C1 (stereo unspecified) → PP1 inh: -3; Efflux pump mplx: -0.1; CTSL1 counter: 1; procasp3 activ: 13; HCV core dimer: 0; PP5 primary: 3.5; JMJD2C inh: 0; TPT1 inh: -2; procasp7 counter: -2

Bioassay records as filed in PubChem.
